PABP1 MLLE inh: blocks PAM2 peptide binding to the PABP1 MLLE domain | GST-MLLE / FITC-PAM2 fluorescence polarization | inhibition, % at 20 µM | 360,000 tested, 0.36% active | AID 588489; in the data active = inhibition above about 35%, passing the limit was not always enough;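 note: plate controls were DMSO wells with GST-MLLE for no effect and wells lacking GST-MLLE protein for full effect; some results filed as inactive read as strong as hits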
DNMT1 inh: DNMT1 (human) enzyme inhibition; inhibition (reported as % activation of signal), % at 10 µM; 360,000 tested, 0.83% active; P26358; AID 588458; DNMT1 molecular beacon, Hinp1I cleavage, fluorescence; in the data active = inhibition above about 50%
Target sequence (P26358 504-1616 limits assumed): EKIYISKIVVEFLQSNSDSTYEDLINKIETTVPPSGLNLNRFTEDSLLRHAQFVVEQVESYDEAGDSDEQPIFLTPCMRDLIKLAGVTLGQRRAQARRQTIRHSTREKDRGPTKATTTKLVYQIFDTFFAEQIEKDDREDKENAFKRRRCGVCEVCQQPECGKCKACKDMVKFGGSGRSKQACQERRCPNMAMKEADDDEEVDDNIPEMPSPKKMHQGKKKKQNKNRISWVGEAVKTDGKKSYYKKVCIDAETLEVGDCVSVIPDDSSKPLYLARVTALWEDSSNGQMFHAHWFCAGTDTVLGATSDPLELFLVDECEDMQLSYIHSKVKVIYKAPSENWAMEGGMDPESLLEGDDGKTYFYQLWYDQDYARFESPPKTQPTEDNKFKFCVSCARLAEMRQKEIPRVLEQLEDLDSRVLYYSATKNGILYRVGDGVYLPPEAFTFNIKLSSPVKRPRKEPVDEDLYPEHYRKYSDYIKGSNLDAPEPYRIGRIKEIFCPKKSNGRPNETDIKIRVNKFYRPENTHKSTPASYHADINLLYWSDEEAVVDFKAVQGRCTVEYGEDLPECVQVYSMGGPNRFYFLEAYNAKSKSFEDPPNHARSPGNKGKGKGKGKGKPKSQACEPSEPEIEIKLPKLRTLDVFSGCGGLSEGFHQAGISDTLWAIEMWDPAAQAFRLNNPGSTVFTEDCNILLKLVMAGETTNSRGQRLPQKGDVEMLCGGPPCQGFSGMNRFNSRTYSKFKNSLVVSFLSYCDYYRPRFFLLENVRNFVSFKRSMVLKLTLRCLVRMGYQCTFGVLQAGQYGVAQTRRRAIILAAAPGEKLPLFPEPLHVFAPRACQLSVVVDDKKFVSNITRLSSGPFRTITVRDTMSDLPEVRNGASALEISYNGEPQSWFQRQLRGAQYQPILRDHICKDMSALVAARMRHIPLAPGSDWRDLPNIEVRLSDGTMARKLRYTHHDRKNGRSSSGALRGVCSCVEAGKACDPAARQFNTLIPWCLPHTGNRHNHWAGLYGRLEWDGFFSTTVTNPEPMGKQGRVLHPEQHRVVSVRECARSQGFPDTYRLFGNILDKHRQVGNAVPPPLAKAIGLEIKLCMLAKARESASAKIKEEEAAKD
CSN deneddyl inh: inhibitors of human CSN-mediated cullin deneddylation. Q92905. Purified CSN, SCF-Nedd8-OG deneddylation, fluorescence polarization. inhibition, % at 12.5 µM. 360,000 tested, 0.38% active. AID 651999;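 active = pattern-corrected inhibition above about 35%, with an unprinted fluorescence ratio check between 0.5 and 1.5, limit read from the data, passing the limit was not always enough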;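 note: 0% = enzyme with substrate and 100% = substrate without enzyme; some results filed as inactive read as strong as hits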
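Material: human Csn5 produced in HEK293T cells; Input: enzyme 0.24 nM; Reagent: SCFSkp2-Nedd8OG substrate at 10 nM final; Dosing: 12.5 µM compound; Incubation: 90 min reaction at room temperature; Detection: fluorescence polarization of the substrate; Evaluation: % inhibition of substrate cleavage by Csn5; Control set: substrate-only high control, full reaction low control.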
NadD inh: NadD (S. aureus) enzyme inhibition; purified NadD enzyme, colorimetric absorbance read-out; 360,000 tested, 0.78% active; inhibition, % at 20 µM; in the data active = inhibition above about 26%; note: some compounds past the cut are filed as inactive
STEP inh: STEP (human) phosphatase inhibition; P54829; recombinant STEP, OMFP fluorogenic substrate, fluorescence; inhibition, % at 20 µM; 360,000 tested, 0.25% active; AID 588621;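 active = inhibition at 20 µM, scaled per plate between control wells, above about 37%, limit read from the data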;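 note: 0% = DMSO with enzyme and substrate and 100% = substrate only without enzyme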
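Also added – OMFP at 25 µM · Test system – STEP tyrosine phosphatase · Technique – FITC-channel fluorescence of OMFP product · Schedule – 20 min at room temperature, dark · Evaluation – control-normalized % inhibition with plate pattern correction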
SUMO1 PPI mod: alters human SUMO1 binding to SIM partners; P63165; SUMO1 binding to a labelled peptide, TR-FRET, 1 h; inhibition, % at 20 µM; 360,000 tested, 0.33% active; in the data active = inhibition above about 37%
Scp-1 inhibitor: Scp-1 (human) phosphatase inhibition; Recombinant Scp1, phosphopeptide, malachite green phosphate absorbance; inhibition, % at 20 µM; 340,000 tested, 0.88% active; Q9GZU7;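 active = inhibition above about 50% at 20 µM, limit read from the data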;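 note: plate controls were DMSO wells with enzyme for no effect and wells lacking enzyme for full effect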
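assay system = SCP-1 phosphatase catalytic domain, residues 76-261 | buffer or medium = 50 mM Tris acetate pH 5.5, 0.005% Tween-20, 10 mM MgCl2 | incubation = enzyme reaction 45 min at room temperature, colour 5 min, stabilisation 30 min | signal = Phosphate-binding colour reagent, absorbance read at 630 nm | measure = % inhibition at 20 µM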
Tb MetRS inh: Trypanosoma brucei MetRS inhibition; 360,000 tested, 0.4% active; purified T. brucei MetRS, ATP depletion, Kinase-Glo luminescence; AID 624268; inhibition, % at 11.9 µM;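 active = inhibition above a per-plate cutoff of the control wells' mean inhibition plus 3 SD, cut at about 5.5% in these data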;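 note: 0% = DMSO wells median and 100% = median of wells with control inhibitor compound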
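Measured by: Kinase-Glo luciferase luminescence reporting remaining unconsumed ATP. Material: purified T. brucei MetRS enzyme. Doses: 11.9 µM compound single dose, 0.9% DMSO. Medium: HEPES buffer containing pyrophosphatase, BSA, spermine, DTT. Times: 15 min preincubation, 2 h reaction, all 25 °C. Reagent: methionine, ATP and bulk E. coli tRNA.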
LMPTP block: blocks human LMPTP phosphatase; P24666; recombinant LMPTP-A, OMFP fluorogenic substrate, fluorescence intensity; inhibition, % at 20 µM; 360,000 tested, 0.22% active; AID 651560;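 active = compounds that cut the enzyme signal by at least half of the control window in the single-dose screen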;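 note: plate controls were DMSO wells with enzyme plus substrate for no effect and substrate without enzyme for full effect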
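Assay system: LMPTP-A, protein tyrosine phosphatase of low molecular weight / Medium: pH 6.0 Bis-Tris buffer with DTT and Triton X-100 / Schedule: 50 min enzyme reaction at room temperature, protected from light / Measured by: endpoint fluorescence intensity from OMFP dephosphorylation / Read-out basis: % inhibition relative to no-enzyme and uninhibited control wells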
Rpn11 inh: Rpn11 (human) deubiquitinase inhibition; 360,000 tested, 0.59% active; O00487; AID 588493; human 26S proteasome, Ub4-pepOG fluorescence polarization; 20S core pre-blocked with epoxomicin; calls only at 20 µM;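 active = inhibition at 20 µM, scaled to each plate's controls, above about 33%, limit read from the data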
The depositor's hits bear a star; i = inactive; x = no result given.

Screens in order: CSN deneddyl inh	NadD inh	PABP1 MLLE inh	Scp-1 inhibitor	DNMT1 inh	Rpn11 inh	STEP inh	SUMO1 PPI mod	Tb MetRS inh	LMPTP block
CC(=O)Nc1ccc(S(=O)(=O)N2CCN(C(=O)N3CCCC3)CC2)cc1
    -3	-5	-9	-1	5	i	-2	3	-0.9	-1.2
O=C1NC(=Nc2ccccc2)CS1
    -4	-3	24	1	7	i	0	1	-0.4	-0.2
O=C(Nc1cccc(OC(F)(F)F)c1)c1ccc(Br)o1
    0	-7	1	-10	14	i	-2	-3	-1.0	0.3
CCCCn1c(N)c(N(CC(C)C)C(=O)CN2C(=O)C3CCCCC3C2=O)c(=O)[nH]c1=O (stereo not drawn)
    0	3	-49	3	2	i	1	0	0.1	-1.6
COCCNC(=O)CSc1nnc(CCCN2C(=O)c3cccc4cccc(c34)C2=O)n1-c1ccccc1
    -3	2	-4	-2	-1	i	0	-22	0.2	-0.7
COCCn1c(C)cc(/C=C2/NC(=O)N(c3ccc(Cl)cc3)C2=O)c1C
    -4	-3	24	-7	2	i	5	2	-0.9	-1.2
CN1CCN(C(=O)CCCOc2cc(=O)n(C)c3ccccc23)CC1
    0	-3	18	-2	2	i	1	2	0.3	0.3
CN(C)c1ccc(C2C=C(c3ccc(Cl)cc3OC(F)F)Nc3ncnn32)cc1 (stereo not drawn)
    24	11	-78	3	-4	x	-3	-11	0.1	3.9
Cc1nnc(SCC(=O)N2CCC(C(=O)Nc3nccs3)CC2)n1Cc1ccccc1
    -5	-2	-20	-9	5	i	1	2	0.3	-0.8
C=CCc1c(C)nc(SCC(N)=O)[nH]c1=O
    -1	2	8	0	1	i	-2	0	-0.2	-0.2
CCOc1cc(CN2CCCC(N3CCc4ccccc4C3)C2)ccc1O (stereo not drawn)
    7	2	-1	-4	-2	i	-4	3	0.1	0.0
CCOc1cc(C#N)ccc1OCC(=O)N1CCc2ccccc2C1
    -4	2	1	-5	0	i	0	5	-0.2	-1.7
Nc1nnnn1/N=C/c1ccccc1OCc1ccc(Cl)cc1Cl
    4	-7	-4	-6	52*	i	-3	0	-0.2	1.0
COc1ccc(S(=O)(=O)N2CCCC2)c2ccccc12
    -5	4	-14	-5	0	i	-1	1	-0.1	-0.4
CCC(C)CN1C(=O)CN(S(C)(=O)=O)CC1(C)C(=O)Nc1c(C)cccc1C (stereo not drawn)
    -5	x	x	x	x	x	x	-2	-0.1	-0.6
COc1ccc(-c2cc(C(=O)Nc3ccc(C)cc3)no2)cc1
    2	-1	8	-6	11	i	1	-3	0.7	0.9
COc1ccc(C(C(=O)NC2CCCCC2)N(C(=O)c2snc(C(N)=O)c2N)c2ccc(OC)cc2OC)cc1 (stereo not drawn)
    2	5	8	-8	-3	i	3	3	-0.5	2.9
Brc1ccc(-c2cnc(-c3cccs3)o2)cc1
    4	-9	-6	-3	-7	i	-1	-10	-0.2	-2.5
COc1cc2ccc(C=O)cc2cc1OC
    3	-1	1	x	0	i	-1	-5	-0.1	0.2
COc1cc(Cl)ccc1OCc1cc(C(=O)N2CCCC(OC)C2)no1 (stereo not drawn)
    -2	-3	-3	-5	-1	i	9	2	-0.3	-0.2

In another format: 3 of the compounds above
> COc1ccc(C(C(=O)NC2CCCCC2)N(C(=O)c2snc(C(N)=O)c2N)c2ccc(OC)cc2OC)cc1 (stereo not drawn)
  CSN deneddyl inh = 2
  NadD inh = 5
  PABP1 MLLE inh = 8
  Scp-1 inhibitor = -8
  DNMT1 inh = -3
  Rpn11 inh = i
  STEP inh = 3
  SUMO1 PPI mod = 3
  Tb MetRS inh = -0.5
  LMPTP block = 2.9

> Brc1ccc(-c2cnc(-c3cccs3)o2)cc1
  CSN deneddyl inh = 4
  NadD inh = -9
  PABP1 MLLE inh = -6
  Scp-1 inhibitor = -3
  DNMT1 inh = -7
  Rpn11 inh = i
  STEP inh = -1
  SUMO1 PPI mod = -10
  Tb MetRS inh = -0.2
  LMPTP block = -2.5

> COc1cc2ccc(C=O)cc2cc1OC
  CSN deneddyl inh = 3
  NadD inh = -1
  PABP1 MLLE inh = 1
  Scp-1 inhibitor = x
  DNMT1 inh = 0
  Rpn11 inh = i
  STEP inh = -1
  SUMO1 PPI mod = -5
  Tb MetRS inh = -0.1
  LMPTP block = 0.2

New compounds follow:
Screens in order: CSN deneddyl inh	NadD inh	PABP1 MLLE inh	Scp-1 inhibitor	DNMT1 inh	Rpn11 inh	STEP inh	SUMO1 PPI mod	Tb MetRS inh	LMPTP block
CCCOc1ccc(/C=N\NC(=O)CCc2n[nH]c(=O)[nH]c2=O)cc1OC
    -1	-1	2	-7	-7	i	-2	-4	-0.1	-0.1
COc1ccc(NS(=O)(=O)c2cccc(C(=O)NCCCn3ccnc3)c2)cc1
    1	-3	3	-1	1	i	0	-8	-0.3	-0.6
CCc1cc(-c2nnc(SCC(=O)NC3CC3)n2C)cs1
    0	3	-32	-2	-1	i	0	3	-0.2	-0.3
COc1cc(OC)c2ccc(=O)oc2c1C(CCN1CCCCC1)c1ccc(N(C)C)cc1 (stereo not drawn)
    2	-4	0	10	-1	i	-1	-5	-0.2	0.2
CCc1ccc(NC2=NCC(c3ccccc3)S2)cc1 (stereo not drawn)
    -1	3	-37	3	3	i	1	3	0.1	2.3
COc1ccc(-c2onc(C)c2C)cc1S(=O)(=O)NCCc1ccco1
    0	-11	-5	1	3	i	2	2	-0.1	1.2
Cc1cc2nc(N3CCN(C(=O)c4cccs4)CC3)sc2cc1C
    -9	2	7	-5	3	i	0	1	-0.3	-1.6
CCCCCC(=O)NNC(=O)Cc1ccc([N+](=O)[O-])cc1
    -4	1	0	-3	2	i	-3	-8	-0.4	-0.6
CCC(C)Nc1nc(OCC(F)(F)F)nc(OCC(F)(F)F)n1 (stereo not drawn)
    2	-2	-2	-4	6	i	7	-2	0.1	0.0
Cc1ccc2c(c1)cc(CN(Cc1ccco1)C(=O)COc1ccccc1)c1nnnn12
    -3	-1	-4	-11	-3	i	1	1	-0.2	3.2
CCCCCC1CC(/C(C)=N/NC(N)=O)OC1=O (stereo not drawn)
    -2	4	0	6	-1	i	1	-1	-0.5	-2.3
CN(CC(=O)O)S(=O)(=O)/C=C/c1ccccc1
    0	-10	24	1	1	i	-1	0	0.2	-0.3
CC(C)(C)c1ccc(-c2nc(N)nc(N)n2)cc1
    0	-5	4	-15	6	i	0	-2	-0.4	-0.7
O=S(=O)(NCc1ccccc1)c1ccc(Br)s1
    -1	-9	-2	-8	6	i	-2	9	-0.4	-0.8
CN(C)NC(=O)c1ccsc1NC(=O)c1ccc(S(=O)(=O)N2CCCC2)cc1
    -6	-5	5	-12	-1	i	3	-4	-0.8	1.9
CC(=O)Nc1c(Br)cc2c(c1Br)C(=O)c1ccccc1-2
    -2	-1	-3	2	-2	i	-2	-44	-0.3	-1.2
Cc1cccc2[nH]c3c(N4CCC5(CC4)OCCO5)ncnc3c12
    4	-1	-4	-8	-2	i	0	4	0.3	1.3
S=c1[nH]nc(Nc2cccc(Cl)c2)s1
    3	-3	-84	-6	1	i	0	3	-0.3	0.0
O=C(CN1C(=O)c2cccnc2Oc2ccc(Cl)cc21)NC1CCCCCC1
    -5	0	5	-4	-2	i	2	3	-0.3	0.6
N#CC1=C(S)N(c2ccccc2)C(c2ccco2)NC1=O (stereo not drawn)
    -8	-3	-14	-11	0	i	-3	1	-0.5	-1.9
Cc1nn(-c2ccccc2)c(C)c1/C=N/NC(=O)c1ccc(F)cc1
    1	0	6	-5	-2	i	-1	0	0.2	-0.2
O=C(CSCc1nc2ccccc2[nH]1)N1CCN(c2cccc(Cl)c2)CC1
    25	-3	8	-8	-6	i	-1	0	13*	1.1
CCCN(CC(=O)Nc1ccccc1OC)C(=O)CN1C(=O)NC2(CCCCC2)C1=O
    4	-1	-4	2	2	i	1	1	-0.3	0.0
CC(C)Oc1ccc(N2CC(C(=O)Nc3ccc4c(c3)OCO4)CC2=O)cc1 (stereo not drawn)
    -1	0	15	-7	-2	i	2	2	-0.1	0.4
COc1ccc(Cl)cc1N1C(=NC(=O)C2CCCCC2)SC2CS(=O)(=O)CC21 (stereo not drawn)
    -1	4	-3	3	-2	i	-1	-3	0.3	0.8
O=C(Nc1ccc(Cl)cc1)C1C2C=CC3(O2)C1C(=O)N(CCCN1CCCCC1)C3C(=O)NC1CCCCC1 (stereo not drawn)
    -1	-2	-11	-1	-2	i	-2	5	0.1	-1.2
O=C(N/N=C/c1ccncc1)c1ccncc1
    -2	-1	-6	-7	-1	i	-2	-3	-0.3	-0.6
Cc1c(OCC(=O)NC(Cc2ccc(Cl)cc2)C(=O)O)ccc2c(-c3ccccc3)cc(=O)oc12 (stereo not drawn)
    -1	11	10	-4	-6	i	-1	2	1.2	-0.1
Cc1cc(N2CCCCCC2)nc2ccc(F)cc12
    2	-4	-3	-4	2	i	1	-1	1.0	0.8
CCC1(C)Cc2c(sc3nnn(CC(=O)Nc4ccccc4C)c(=O)c23)CO1 (stereo not drawn)
    4	6	-16	-6	1	i	-4	-23	-0.5	-1.2
CC(=O)c1ccc(S(=O)(=O)N2CCCC(N(C)CCc3ccccn3)C2)cc1 (stereo not drawn)
    3	8	6	-7	1	i	-3	-7	-0.6	-0.6
COc1ccc(C)cc1-n1[nH]nnc1=S
    -5	5	-117	-6	-1	i	1	2	-0.3	-0.5
Cn1ccsc1=NC(=O)c1ccc(CS(C)(=O)=O)cc1
    1	-1	-20	-6	0	i	-1	1	0.1	-1.2
COc1ccc(C)cc1S(=O)(=O)NCC(c1ccco1)N1CCc2ccccc2C1 (stereo not drawn)
    -6	-2	4	-6	-2	i	0	5	-0.3	1.3
O=C(NCCNC(=O)c1ccco1)c1ccco1
    0	9	-3	-1	0	i	-1	-8	-0.7	1.1
Oc1ccccc1CNc1nc2ccccc2n1CCN1CCCCC1
    -4	-1	-6	-8	-3	i	-3	-2	0.5	6.1
FC(F)(F)c1cccc(NC(=S)Nc2cccc(NC(=S)Nc3cccc(C(F)(F)F)c3)n2)c1
    0	10	47*	-13	-7	i	1	3	0.0	0.8
N#C/C(=N\Nc1ccc(Cl)cc1)C(=O)c1ccccc1
    -3	1	14	-12	-4	i	3	-5	-1.4	-1.0
COC(=O)c1cc(S(=O)(=O)N2CCN(c3cccc(C)c3C)CC2)c[nH]1
    2	3	3	-12	-4	i	-3	1	-0.3	2.4
CCC(=O)Nc1cc(C)c(NC(=O)CCc2ccccc2)cn1
    -5	-3	7	-5	-2	i	-1	3	-1.1	-0.6

Source: PubChem (several laboratories)
